Bioassay records (PubChem)
TcdB GH inh – blocks C. difficile toxin B glycohydrolase activity. actives 0.24% (n = 350,000). P18177. TcdB glycohydrolase enzymatic assay, plate reader. AID 652162. inhibition, % at 9.99 µM; in the data active = inhibition above about 10%
Anthrax LF inh2 – blocks Bacillus anthracis lethal factor protease. multiplex microsphere protease cleavage assay, LF. actives 0.12% (n = 360,000). P15917. inhibition, % at 10 µM; in the data active = inhibition above about 30%; also: plate controls were buffer without enzyme for full effect and enzyme alone for no effect
DUSP3 inh – inhibitors of human VHR1 phosphatase (DUSP3) | P51452 | recombinant VHR phosphatase, pNPP absorbance | inhibition, % at 13.3 µM | actives 0.52% (n = 290,000); in the data active = inhibition above about 50%; also: some compounds called inactive have numbers as strong as hits
Target sequence (P51452 whole entry, looked up): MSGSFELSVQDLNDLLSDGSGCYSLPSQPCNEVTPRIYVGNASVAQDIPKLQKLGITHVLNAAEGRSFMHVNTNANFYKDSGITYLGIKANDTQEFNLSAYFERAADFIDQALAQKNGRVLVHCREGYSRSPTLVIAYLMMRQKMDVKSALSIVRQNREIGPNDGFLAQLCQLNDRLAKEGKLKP
Y pestis TopoI – blocks Yersinia pestis topoisomerase I activity | Y. pestis Topo-I cleavage product accumulation, plate reader | activity, % at 10 µM | actives 0.064% (n = 360,000); in the data active = activity above about 50%, passing the limit was not always enough; also: inactives centre near 2
Vc quorum ag – induces V. cholerae light production without autoinducers | actives 0.16% (n = 350,000) | V. cholerae BH1578 lux reporter, luminescence, 6 h | activation, % at 18.7 µM; in the data active = activation mostly above about 9.7%, no sharp cut-off; also: not every result past the cut was called active; inactives centre near 0; reference of the scale not given here
PriA SSB inh – inhibitors of Klebsiella pneumoniae PriA binding to SSB C-terminal tail | AlphaScreen SSBct-PriA binding, biotinylated peptide | inhibition, % at 33 µM | actives 0.6% (n = 430,000) | AID 1272365; in the data active = inhibition mostly above about 37%, no sharp cut-off; inactive = mostly below about 20%;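 also: plate controls were negative control peptide for no effect and reference peptide for full effect; strong numbers were not always called active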
SARS 3CLpro inh – SARS-CoV 3CLpro protease inhibition; inhibition, % at 6 µM; actives 0.14% (n = 290,000); P0C6X7; recombinant SARS-CoV 3CLpro, quenched FRET peptide cleavage; in the data active = inhibition above about 12%
MazF activator – MazEF (E. coli) toxin RNase activation | P0AE70 | FAM/BHQ RNA-DNA oligo cleavage fluorescence, 5 h | activation, % at 20 µM | actives 0.32% (n = 350,000); in the data active = activation above about 50%
Target sequence (P0AE70 whole entry, looked up): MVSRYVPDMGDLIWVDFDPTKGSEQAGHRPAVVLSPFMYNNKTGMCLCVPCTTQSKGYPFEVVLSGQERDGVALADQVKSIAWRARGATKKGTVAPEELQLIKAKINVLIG
Rv3671c protease – Rv3671c (M. tuberculosis) protease inhibition | P9WHR9 | inhibition, % at 5.96 µM | actives 0.048% (n = 320,000) | AID 2606; in the data active = inhibition above about 38%;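 also: extracellular domain of Rv3671c used as enzyme; 0% = enzyme with DMSO and 100% = no enzyme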
Target sequence (P9WHR9 whole entry, looked up, the tested form may be a part): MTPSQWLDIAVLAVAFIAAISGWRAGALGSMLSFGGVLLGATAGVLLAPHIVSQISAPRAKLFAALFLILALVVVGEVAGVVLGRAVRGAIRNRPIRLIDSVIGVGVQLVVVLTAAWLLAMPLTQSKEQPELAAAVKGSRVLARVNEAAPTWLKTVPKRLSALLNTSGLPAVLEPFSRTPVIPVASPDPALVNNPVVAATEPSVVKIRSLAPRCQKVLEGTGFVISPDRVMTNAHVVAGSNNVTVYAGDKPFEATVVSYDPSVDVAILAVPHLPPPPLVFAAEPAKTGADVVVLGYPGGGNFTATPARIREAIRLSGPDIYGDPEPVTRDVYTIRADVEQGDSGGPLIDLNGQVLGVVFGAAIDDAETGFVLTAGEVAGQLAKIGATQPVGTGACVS
PfHsp40 rescue – restores yeast growth despite PfHsp40 toxicity | growth rescue, % at 12.5 µM | AID 504582 | actives 0.68% (n = 340,000) | S. cerevisiae expressing PfHsp40, growth rescue, ATP luminescence; in the data active = growth rescue above about 28%, passing the limit was not always enough;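 also: yeast W303a lacking pdr1 and pdr3 grown in galactose medium; growth measured after three days at 30 °C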
* hit, by the source's call; i = inactive; nt = not tested or not shown.

Under each structure: TcdB GH inh, Anthrax LF inh2, DUSP3 inh, Y pestis TopoI, Vc quorum ag, PriA SSB inh, SARS 3CLpro inh, MazF activator, Rv3671c protease, PfHsp40 rescue
CC(C)[C@H](NC(=O)[C@H](Cc1ccccc1)n1c(=O)[nH]c2ccccc2c1=O)C(=O)N1CCC[C@@H]1C(=O)O
 : nt, -3, 9, 1, -0.4, -20, 6, 2, 6, -0.4
O=C(CSc1nc2[nH]ncc2c(=O)[nH]1)Nc1ccccc1C(F)(F)F
 : -0.2, -2, nt, -1, i, -6, nt, 1, 6, 0.1
Cc1c(C(=O)NCCCN2CCOCC2)oc2c1C1(CCC2)SCCS1
 : nt, 1, 2, -6, -0.2, -4, 5, -3, 2, -0.3
O=C(Cc1ccccc1F)NC1CCCN(Cc2ccc(Cl)cc2)C1 (stereo unspecified)
 : 0.5, -11, -10, 9, 3.8, -5, -2, 6, 2, -0.7
COc1ccc(-c2nc(CS(=O)CC(=O)NCCCN3CCCC(C)C3)c(C)o2)cc1OC (stereo unspecified)
 : -2.6, 0, 11, -7, -0.6, 0, 1, 2, -7, -0.3
COc1cc2nc(SCC(=O)NCCc3ccccc3)n(Cc3ccco3)c(=O)c2cc1OC
 : nt, 4, -8, 4, nt, 9, -4, -10, -2, 0.6
CN(c1ccc(C(=O)N2CCN(c3ccccc3F)CC2)cc1)S(=O)(=O)c1ccccc1
 : 0.6, -2, 6, 30, -0.3, -1, 1, 9, 3, 4.2
CN1C(=O)c2ccc(C(=O)NCc3ccc4c(c3)OCO4)cc2C1=O
 : -0.4, 0, 1, -9, -0.3, -10, 4, 5, -2, 0.5
CCOC(=O)N1CCN(C(=O)C(=O)NN)CC1
 : -1.1, 2, -9, 0, -0.6, 5, -2, -8, 2, 1.2
CCN1CCN(c2ccc(S(=O)(=O)N3CCCCC3)cc2NC(=O)c2cccc(C)c2)CC1
 : 0.6, 1, nt, 17, -0.7, 3, nt, 5, 0, -0.9
CC1(C)CN(CCc2ccccc2)C(=O)[C@H]1CC(=O)Nc1ccccc1
 : 1.3, 2, nt, 11, -0.2, nt, nt, 2, nt, nt
Cc1cccc(NC(=O)C2CCN(C(=O)[C@@H]3Cc4ccccc4CN3)CC2)c1
 : 0.1, -3, 14, -1, i, -8, 1, 6, 3, -0.5
CCn1c2ccc(F)cc2c2nc3ccccc3nc21
 : 1.0, -3, 22, 10, -1.0, -24, 0, 1, -8, -0.6
O=C(N/N=C/c1ccco1)Nc1ccccc1
 : nt, 0, 26, 6, -0.2, nt, 2, 0, -6, -0.9
COc1ccc(OC)c(/C=N/N(C)c2ccccc2)c1
 : nt, -1, 25, -17, 0.7, nt, -1, 0, 15, 3.4
CCOC(=O)N1CCN(C(=O)Cc2ccc(-n3c(=S)[nH]c4ccccc4c3=O)cc2)CC1
 : 0.6, -2, 14, 6, -0.6, 5, 5, 7, 3, -1.9
COc1cc(C(=O)NCC(c2cccs2)N2CCOCC2)cc(OC)c1OC (stereo unspecified)
 : 2.2, 0, nt, -6, i, 1, nt, -4, -5, 0.0
CN(C)/C=C(\C#N)C(=O)Nc1ccccc1
 : 0.3, -5, 9, 5, -0.7, -10, 0, 4, 8, 0.5
O=C(O)C=C(Br)Br
 : 0.3, 4, 25, -7, -0.3, -10, -3, 10, 3, 0.0
Cc1cccc(NC(=S)Nc2ccc(Cl)c(Cl)c2)c1
 : 2.5, 1, 11, -10, -0.4, -2, 2, -1, 7, -1.2
CSc1ccc(S(=O)(=O)Nc2c(C)cccc2C)cc1
 : nt, -1, 0, 0, -0.5, 6, -1, 2, -1, 17
Cc1cc(=O)[nH]c(Cc2ccc(OC(C)C)cc2)n1
 : -4.7, -1, -13, 12, 24, -7, -4, -1, 11, -1.2
CCCCc1nnc(NC(=O)CN2C(=O)c3ccccc3C2=O)s1
 : 1.0, -4, -14, 1, -0.4, -2, 3, -1, -6, -0.4
CC1CCCN(Cc2c(C(=O)N3CCc4ccccc4C3)nc3ccc(Cl)cn23)C1 (stereo unspecified)
 : 1.2, -2, -42, 38, -4.6, -2, 4, 11, 1, 55*
O=C(CNC(=O)c1ccccc1F)NC1=NCCS1
 : 2.1, 6, 30, 3, 0.4, -7, -4, -1, 0, 0.5
O=C(Cn1ccn(-c2ccc(F)c(F)c2)c(=O)c1=O)NCCc1ccccc1
 : -1.0, 4, 7, 4, -0.2, -7, -4, -21, -4, -0.5
Cc1onc(-c2c(Cl)cccc2Cl)c1C(=O)N1CCN(c2ccccc2F)CC1
 : 1.1, -4, -2, 16, nt, 12, -1, 1, -4, 3.8
Cc1cc(C)c(S(=O)(=O)c2ccccc2C)c(OCCO)n1
 : 2.7, -2, 24, -6, 0.6, -1, 4, -4, 0, 0.3
COc1ccc(N(CC(=O)NC2CCCCC2)C(=O)c2snc(C(N)=O)c2N)cc1
 : 1.8, -2, 11, 14, -0.4, -7, 3, 9, -1, 2.1
COC(=O)C1=CN(c2cccc(Cl)c2)C=C(C(=O)OC)C1c1cccc(OC)c1
 : 0.8, 0, 4, 40, -0.3, -3, 1, -7, nt, 1.1

Entries of single compounds, quoted from the list. Order of values: TcdB GH inh | Anthrax LF inh2 | DUSP3 inh | Y pestis TopoI | Vc quorum ag | PriA SSB inh | SARS 3CLpro inh | MazF activator | Rv3671c protease | PfHsp40 rescue
Results for Cc1onc(-c2c(Cl)cccc2Cl)c1C(=O)N1CCN(c2ccccc2F)CC1 = 1.1 | -4 | -2 | 16 | nt | 12 | -1 | 1 | -4 | 3.8
Results for COC(=O)C1=CN(c2cccc(Cl)c2)C=C(C(=O)OC)C1c1cccc(OC)c1 = 0.8 | 0 | 4 | 40 | -0.3 | -3 | 1 | -7 | nt | 1.1
Results for COc1cc(C(=O)NCC(c2cccs2)N2CCOCC2)cc(OC)c1OC (stereo unspecified) = 2.2 | 0 | nt | -6 | i | 1 | nt | -4 | -5 | 0.0
Results for O=C(CNC(=O)c1ccccc1F)NC1=NCCS1 = 2.1 | 6 | 30 | 3 | 0.4 | -7 | -4 | -1 | 0 | 0.5

Other compounds.
Under each structure: TcdB GH inh, Anthrax LF inh2, DUSP3 inh, Y pestis TopoI, Vc quorum ag, PriA SSB inh, SARS 3CLpro inh, MazF activator, Rv3671c protease, PfHsp40 rescue
Cc1ccc(NC(C)C(=O)N/N=C/c2c[nH]c3ccccc23)cc1 (stereo unspecified)
 : 1.3, -4, -4, -10, -0.2, nt, 4, -1, -6, 2.6
O=C(NC(=S)Nc1ccc(S(=O)(=O)N2CCCC2)cc1)c1cccs1
 : -1.7, -6, -6, 20, -0.6, 3, 7, 1, -12, -0.7
O=C(Oc1ccc(-c2ccccc2)cc1)N1CCOCC1
 : nt, 0, -6, 5, i, -16, 1, 1, -9, 0.4
CC(NC(=O)CNC(=S)N(Cc1ccccc1)Cc1cccnc1)c1ccccc1 (stereo unspecified)
 : 0.3, -5, 40, 13, 0.1, 1, 0, 5, -2, -0.4
Cc1cc(C(F)F)n2ncc(C(=O)NCc3ccccc3C(F)(F)F)c2n1
 : nt, -5, 8, 22, i, -8, -3, 0, -3, -1.8
COc1cccc(-c2cc(NC=O)c3ncc(-c4ccc(C(C)=O)cc4)n3c2)c1
 : 1.7, -2, nt, 26, i, nt, nt, nt, nt, nt
CC(C)(C)c1ccc(-n2ncc3c2CCCC3NC(=O)c2ccco2)cc1 (stereo unspecified)
 : 1.1, 1, nt, 24, -3.1, nt, nt, 3, nt, nt
CCCOP(=O)(c1ccc(N(C)C)cc1)C(O)c1ccc(Br)cc1 (stereo unspecified)
 : 1.8, 18, 16, 15, i, 26, -2, -8, -19, 0.3
CC1(C)OC(=O)C(=CNC(=O)c2c(F)cccc2F)C(=O)O1
 : 1.1, -4, 22, 1, i, 4, 6, 9, 0, 1.4
CN(C1CC(C)(C)NC(C)(C)C1)S(=O)(=O)CC12CCC(CC1=O)C2(C)C (stereo unspecified)
 : 0.8, 2, 14, 17, -0.3, -8, -1, 3, 1, -1.4
Cc1cccc(C2=NC(C(F)(F)F)(C(F)(F)F)c3c(n(-c4ccc(F)cc4)c(=O)[nH]c3=O)N2)c1
 : 1.2, 0, -3, 10, -0.1, -3, 1, 3, 5, -0.6
COc1ccc(C(=O)NCC(C)(C)CNC(=O)c2ccc(OC)cc2)cc1
 : 0.3, nt, nt, 2, -1.2, -3, nt, 6, -1, 0.7
C/C(CC(=O)Nc1ccccc1F)=N\NC(=O)Cc1ccc(Cl)cc1
 : 1.5, 2, 2, -13, -0.6, nt, 7, -1, 5, 0.0
CCOC(=O)[C@@H]1[C@H]2COc3ccc(Br)cc3[C@@H]2N2C(=O)N(c3ccc(C)cc3)C(=O)[C@@]12C
 : 1.6, 0, nt, 10, -0.7, -3, nt, 3, 4, -0.2
COc1ccc2[nH]c(C(=O)N3CCCN(Cc4ccc(F)cc4)CC3)cc2c1
 : 1.9, -8, 24, 13, -0.4, -10, -1, 8, -8, 0.3
Cc1nn(C)c(Cl)c1NC(=O)OCc1ccc(F)cc1
 : nt, 14, -8, -12, -0.3, -4, -1, 3, -4, -0.3
COc1cc(C(=O)OCC(=O)Nc2c(C)n(C)n(-c3ccccc3)c2=O)c([N+](=O)[O-])cc1OC
 : -1.3, 3, nt, 2, 1.5, -10, nt, -2, 0, -0.3
Cc1ccc(CCN2CC(C(=O)NCCCOC(C)C)CC2=O)cc1 (stereo unspecified)
 : -0.4, -3, 0, -3, -2.6, -12, -3, 4, -4, 1.3
CC(C)(C)c1ccc(S(=O)(=O)NC(=O)C2(C)CCN2C(=O)C2CCCCC2)cc1 (stereo unspecified)
 : 1.7, -4, nt, -3, -0.1, nt, nt, nt, nt, nt
C=CCOc1cccc(C(=O)N2CCCC(Nc3ccc4c(c3)OCCO4)C2)c1 (stereo unspecified)
 : 0.8, -2, 18, 16, i, 20, -3, 8, -4, 1.1
CCn1c2ccccc2c2cc(NC(=O)c3ccc(=O)oc3)ccc21
 : 1.1, -4, 12, -2, i, -6, 2, -300, 9, nt
COCCNc1nc(-c2ccc(Cl)cc2C)c2sccc2n1
 : 1.1, -7, nt, 22, -3.3, nt, nt, nt, nt, nt
Cc1c(N)c(C(C)(C)C)cc(C(C)(C)C)c1[N+](=O)[O-]
 : nt, 2, -2, -9, -0.2, -11, -1, 2, 6, 0.2
O=C(c1ccc2c(c1)OCO2)N1CCC2(CC1)Oc1ccc(F)cc1C(=O)C21CC(c2cccnc2)=NO1 (stereo unspecified)
 : 1.4, 9, 22, 24, 9.1, 2, nt, 6, -13, 0.8

Three structures out of the list, arranged by molecular weight, highest first.
Under each structure: TcdB GH inh, Anthrax LF inh2, DUSP3 inh, Y pestis TopoI, Vc quorum ag, PriA SSB inh, SARS 3CLpro inh, MazF activator, Rv3671c protease, PfHsp40 rescue
COc1cc2nc(SCC(=O)NCCc3ccccc3)n(Cc3ccco3)c(=O)c2cc1OC
 : nt, 4, -8, 4, nt, 9, -4, -10, -2, 0.6
COc1cc(C(=O)OCC(=O)Nc2c(C)n(C)n(-c3ccccc3)c2=O)c([N+](=O)[O-])cc1OC
 : -1.3, 3, nt, 2, 1.5, -10, nt, -2, 0, -0.3
CCCOP(=O)(c1ccc(N(C)C)cc1)C(O)c1ccc(Br)cc1 (stereo unspecified)
 : 1.8, 18, 16, 15, i, 26, -2, -8, -19, 0.3

The list is partial; the hit share may differ from the screen's.
